# NCOA2 inhibitor = human SRC2 (NCOA2) inhibition; inhibition, % at 9 µM; HEK293 GAL4-SRC2 luciferase reporter, luminescence; Q15596; hit rate 0.17% among 370,000;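 active means inhibition above the mean inhibition of all tested compounds plus 3 SD, set per campaign, cut at about 52% in these data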;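 further: 0% = DMSO treated cells and 100% = cells given Gossypol at 36 µM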
# TLR9-MyD88 inh = inhibitors of human TLR9-MyD88 binding; Q9NR96+Q99836; CHO BLA complementation TLR9-MyD88, CCF4 FRET ratio; inhibition, % at 4.98 µM; hit rate 0.21% among 340,000; AID 504734;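 active means inhibition above the mean over all tested compounds plus 3 SD, cut at about 21% in these data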;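 further: 0% = DMSO only wells and 100% = clavulanate BLA inhibitor control wells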
# NCOA1 inh = inhibits human SRC1 coactivator. Q15788. HEK293 GAL4-SRC1 luciferase reporter, luminescence. inhibition, % at 3.6 µM. hit rate 0.12% among 360,000. AID 588354;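 active means inhibition above the campaign mean plus 3 SD, with each screening campaign given its own cutoff, cut at about 60% in these data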;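 further: 0% = DMSO treated cells and 100% = gossypol at 36 µM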
# EBV LMP1 NFkB = Epstein-Barr LMP1 NF-kappaB reporter inhibition. LMP1-induced NF-kappaB luciferase reporter cells, luminescence. hit rate 0.69% among 350,000. inhibition, % at 12.5 µM; in the data active means inhibition above about 41%; inconclusive means no clear call, values can overlap the other calls;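 further: 0% = neutral control wells and 100% = reference inhibitor control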
# C8 TRAIL sens = caspase-8 TRAIL sensitization; NB7+C8 cells + TRAIL, ATPlite viability luminescence; inhibition (viability loss, TRAIL sensitization), % at 10 µM; AID 624354; hit rate 1% among 360,000;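 active means compounds causing at least 50% loss of cell viability in the single-dose screen, relative to plate controls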
# TROY signal inh = blocks TROY-dependent signaling in reporter cells. hit rate 0.98% among 360,000. inhibition, % at 10 µM. Q293 LMP1-TROYcd NF-kB luciferase reporter, 4 h;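 active means compounds whose plate-normalised and pattern-corrected inhibition of the luciferase reporter signal at the single screening dose is 50% or more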
# NR5A2 inv ag = inverse agonists of human LRH-1 (NR5A2). HEK293T StAR-luciferase reporter, LRH-1 transfected, 24 h. inhibition, % at 3.6 µM. hit rate 0.13% among 360,000. AID 602396;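 active means inhibition above the mean inhibition of all tested compounds plus 3 SD, cut at about 73% in these data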;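 further: 0% = DMSO wells and 100% = reporter-only cells lacking LRH-1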
# NR2F2 inh = inhibitors of human COUP-TFII (NR2F2) | AID 686940 | hit rate 0.7% among 370,000 | P24468 | HEK293T NGFI-A luciferase reporter, luminescence | inhibition, % at 8.6 µM;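 active means inhibition above a per-plate cutoff, mean inhibition of test wells between control levels plus 3 SD, cut at about 38% in these data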;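 further: cells cotransfected with COUP-TFII expression vector driving the NGFI-A reporter; 0% = median of COUP-TF2 test wells and 100% = reporter-only cells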
# Target sequence (P24468 whole entry, looked up): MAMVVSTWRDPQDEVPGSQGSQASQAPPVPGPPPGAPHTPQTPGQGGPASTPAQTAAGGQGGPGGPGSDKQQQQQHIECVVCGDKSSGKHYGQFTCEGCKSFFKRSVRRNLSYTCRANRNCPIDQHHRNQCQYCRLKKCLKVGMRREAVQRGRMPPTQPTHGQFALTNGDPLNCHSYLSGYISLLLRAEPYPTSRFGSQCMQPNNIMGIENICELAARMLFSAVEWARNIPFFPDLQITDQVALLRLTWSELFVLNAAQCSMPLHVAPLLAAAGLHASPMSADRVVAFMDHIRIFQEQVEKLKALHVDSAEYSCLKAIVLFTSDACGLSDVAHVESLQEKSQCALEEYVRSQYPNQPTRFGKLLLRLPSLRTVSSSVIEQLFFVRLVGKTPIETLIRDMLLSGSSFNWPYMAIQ
# NCOA3 inh = inhibits human SRC3 coactivator. inhibition, % at 3.6 µM. HEK293 GAL4-SRC3 luciferase reporter, luminescence. Q9Y6Q9. hit rate 0.17% among 360,000;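 active means inhibition above a per-campaign cutoff, the mean of all compounds plus 3 SD, cut at about 60% in these data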;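 further: 0% = DMSO-treated cells and 100% = gossypol-treated cells at 36 µM; higher means less SRC3-driven luciferase light from the GAL4 reporter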
# Vif imaging = blocks HIV Vif function; hit rate 0.35% among 340,000; HEK293T cells, Vif self-association by quenched fluorescence, imaging, 24 h; inhibition, % at 7.49 µM; in the data active means inhibition above about 50%, passing the limit was not always enough; inconclusive means no clear call, values can overlap the other calls; inactive means below about 31%; further: some results filed as inactive read as strong as hits
# NOD2 RIPK2 PPI = blocks binding of human NOD2 to RIPK2 | inhibition, % at 4.98 µM | CHO BLA complementation NOD2-RIPK2, CCF4 ratio | hit rate 0.38% among 360,000 | O43353 | AID 624267; in the data active means inhibition above about 21%;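 further: 0% = vehicle only and 100% = reference blocker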
# Target sequence (O43353 whole entry, looked up): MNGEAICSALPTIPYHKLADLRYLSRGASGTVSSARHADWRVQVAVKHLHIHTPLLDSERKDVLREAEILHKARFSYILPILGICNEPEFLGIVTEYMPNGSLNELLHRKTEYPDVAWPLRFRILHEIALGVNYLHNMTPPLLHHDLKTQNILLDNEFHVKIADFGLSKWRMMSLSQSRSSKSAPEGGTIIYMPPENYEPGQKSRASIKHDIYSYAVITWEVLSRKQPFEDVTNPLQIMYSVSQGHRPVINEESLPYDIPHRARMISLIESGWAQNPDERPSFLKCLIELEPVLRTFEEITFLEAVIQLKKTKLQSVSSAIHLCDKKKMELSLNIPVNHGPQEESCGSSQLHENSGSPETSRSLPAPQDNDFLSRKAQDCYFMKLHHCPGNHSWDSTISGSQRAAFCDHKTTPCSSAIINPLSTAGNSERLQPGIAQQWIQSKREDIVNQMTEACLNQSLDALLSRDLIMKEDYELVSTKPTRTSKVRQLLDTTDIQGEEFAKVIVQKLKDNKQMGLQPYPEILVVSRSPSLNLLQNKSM
# * hit, by the source's call; ? = inconclusive; nt = not tested or not shown. A portion of the library (hit frequency here may not be typical).
SMILES,NCOA2 inhibitor,TLR9-MyD88 inh,NCOA1 inh,EBV LMP1 NFkB,C8 TRAIL sens,TROY signal inh,NR5A2 inv ag,NR2F2 inh,NCOA3 inh,Vif imaging,NOD2 RIPK2 PPI
Cc1cc(C)n(CC(O)Cn2cnc3c2c(=O)n(C)c(=O)n3C)n1 (centres undefined),3,5,-32,5,-4,3,19,5,8,1,6
c1ccc(COCC2CCNCC2)cc1,-13,-2,4,8,-12,0,-3,-4,-12,-3,-8
Cc1cc(NC(=O)Cn2cnc3sccc3c2=O)no1,-9,7,-17,-4,-8,8,-5,-2,8,10,-6
O=C1CC(Nc2cc(=O)[nH]c(=O)[nH]2)C(=O)N1c1ccccc1Cl (centres undefined),3,19,10,-8,10,14,11,1,-5,5,-7
O=C(CSCc1ccc(Cl)cc1Cl)Nc1ccccc1C(=O)Nc1ccc(C(=O)O)cc1,-33,-4,9,-4,-5,-1,-18,9,9,-2,-10
COc1ccc(CCNC(=O)/C=C/c2cc(OC)c(OC)c(OC)c2)cc1OC,-1,1,5,3,0,-8,-10,-15,21,7,-2
CCOc1ccccc1N1CCN(C(=O)c2ccccc2)CC1,10,-5,-13,37,-7,1,-20,-6,1,-7,-2
COc1ccc(NC(=O)C2CCCC2)cn1,-22,-9,1,1,-2,0,-8,-10,7,-1,-8
CCCCOc1ccc(C(=O)Nn2cnnc2)cc1,7,5,13,-2,2,11,8,1,2,10,4
C/C(Cl)=C/Cn1c(SC(C)C)nc2c1c(=O)[nH]c(=O)n2C,nt,0,3,2,-6,6,-7,nt,-6,-4,-6
CC1CCC2(CC1)NC(=O)N(NC(=O)c1ccc(OC(C)C)cc1)C2=O (centres undefined),13,-2,6,-5,13,3,-8,-9,-3,-8,-4
CC1C(c2ccccc2)N(C)C(c2ccccc2)CC1(O)c1ccc(F)cc1 (centres undefined),26,-4,-1,-5,1,-13,-4,-12,13,-2,-7
Cc1ccc(CCNC(=O)Cn2ncc3c([nH]c4ccccc43)c2=O)cc1,-6,3,-8,-2,0,5,-10,13,3,10,1
CCC(=O)N1CCN(c2ccc(NC(=O)c3cccs3)cc2)CC1,-3,-9,-27,-12,-7,-19,-20,-14,-13,17,-5
CNC(=S)NCCCc1ccccc1,-36,-1,5,-5,2,-8,2,-2,16,-2,1
CCCCCCN1C[C@H](O)[C@@H](n2cc(COC(=O)c3ccccc3)nn2)C[C@@H]1c1ccc(Cl)cc1,10,8,13,9,-8,-5,33,14,2,-1,-6
COc1cc(=O)[nH]c(SCC(=O)Nc2nc3c(s2)CCCC3)n1,-20,2,3,-2,-2,-4,13,5,0,9,-6
COC(=O)CNc1nc(-c2cccnc2)nc2ccccc12,1,0,0,0,-1,-3,42,-9,5,25,-13
CCOc1ccccc1NC(=O)CN1c2cccc3cccc(c23)S1(=O)=O,-7,10,-5,0,2,-5,9,8,-9,-4,2
CCN1CCN(CC(=O)Nc2cc(C)on2)CC1,-6,1,1,-2,-1,-9,13,6,5,-4,-11
Cc1c(Cl)cccc1NC(=O)CCC(=O)NNC(=O)c1ccccc1,12,-5,3,-6,-6,2,9,10,11,-3,6
CCN(CC)c1ccc(C=Nc2cccc(S(=O)(=O)N3CCOCC3)c2)c(O)c1,-9,-12,3,-1,-15,10,-13,1,12,21,2
CNC(=S)N=Nc1c(O)[nH]c2ccc(C(C)C)cc12,-10,-6,11,-7,3,18,-7,2,14,-2,1
O=S(=O)(c1ccc(=S)[nH]c1)N1CCOCC1,1,-1,-1,1,-5,3,4,-5,-7,-7,-12
O=C(Cn1ncc(Cl)c(Cl)c1=O)Nc1ccc2c(c1)OCO2,-33,10,-17,-68,94*,2,41,0,-37,0,21*
CN1C(=S)SC(C)(C)C1NO (centres undefined),-2,-3,10,-5,3,4,-23,-7,5,5,-4
Cc1ccccc1OCc1nc2ccccc2c(=O)n1/N=C/c1cccc([N+](=O)[O-])c1,5,-3,-4,3,12,-20,-15,-14,-3,-2,-4
O=C(CCS(=O)(=O)c1ccccc1)N1CCN(c2ccccc2)CC1,-25,0,-89,-6,-6,4,-70,-18,-68,9,-20
CCC(=O)c1ccc(OCC(=O)N(C)CC(=O)Nc2cccc(F)c2)cc1,15,0,4,-5,-6,3,15,8,16,6,-12
COc1ccc(NC(=O)COc2ccc(/C=N/NC(=O)c3cccnc3)cc2OC)cc1,-6,8,-5,0,-2,-6,-18,-6,-4,3,-4
COc1ccc(CC(=O)N(C)Cc2ccc(C(C)(C)C)cc2)cc1S(=O)(=O)N1CCOCC1,21,0,-14,3,5,7,0,10,-4,-12,6
O=C(CC1NCCNC1=O)Nc1cc(Cl)cc(Cl)c1 (centres undefined),-15,3,3,4,1,-2,-1,7,7,-8,-2
Cc1nn(Cc2nnc(SCC(=O)Nc3ccc(Cl)cc3)n2C)c(C)c1[N+](=O)[O-],-2,nt,5,-11,4,19,13,22,15,0,-11
C=CCn1c(-c2ccccc2)nc(=S)c2c1CCCC2,-22,-5,13,1,-9,14,2,2,7,-5,6
COc1cc(OC)c(C(=O)Oc2ccc3c(c2)OCO3)cc1OC,5,-2,-9,6,2,-13,-37,-12,7,30,-5
CCOC(=O)c1c(NC(=O)CCS(=O)(=O)c2ccccc2)sc2c1CC(C)(C)NC2(C)C,-7,-7,-7,3,1,-6,3,-2,16,9,-2
COc1ccc(-c2csc(C3=C(O)CN(CCCN4CCCC4=O)C3=N)n2)cc1OC,1,9,-22,-1,12,1,12,-7,-7,-2,-10
CC(C)COc1ccc(C(=O)Nc2ccc(SC(F)F)cc2)cc1,-42,-4,-102,-20,13,-56,-70,-20,-93,nt,1
Cc1nn(Cc2ccccc2)c(C)c1NS(=O)(=O)c1ccccc1,-22,-4,14,-7,-9,3,2,5,17,nt,8
Cc1ccc(C2(C)NC(=O)N(CC(=O)N3CCN(S(=O)(=O)c4cccs4)CC3)C2=O)cc1 (centres undefined),0,3,-12,-2,-6,3,11,-4,14,nt,-14
O=C(NCc1ccco1)c1cccc(-c2ccc3nncn3c2)c1,-16,nt,-7,nt,-14,8,14,-15,-9,-2,1
CCOCCCNC(=O)c1cccc(OC2CCN(S(C)(=O)=O)CC2)c1,-55,3,-81,-29,-10,-49,-53,-20,-67,-1,8
COCCn1c(=S)[nH]c2cc(C(=O)N3CCN(c4ccccc4OC)CC3)ccc2c1=O,-6,-2,-2,8,2,9,11,0,11,-1,-3
C/C(=C/C#N)Nc1ccc(C)cc1,-11,-1,1,-1,4,-2,-3,2,-1,7,-1
Cc1cc(C(=O)N(C)CC(=O)Nc2ccc(F)c(F)c2F)no1,-3,9,-33,4,-20,-17,-5,5,16,-2,-9
CN(CC(=O)Nc1c(Cl)cccc1Cl)C(=O)C1CC(=O)N(Cc2ccccc2)C1 (centres undefined),-23,-5,-6,4,4,-12,4,-22,7,7,3
O=C(CSc1n[nH]c(-c2ccccn2)n1)Nc1ccccc1,-7,6,4,14,23,16,10,25,15,-3,-18
COc1ccccc1NC(=S)N1CCN(c2ccc(F)cc2)CC1,4,-10,4,16,-3,10,9,4,10,2,6
NC(=O)Cn1nc([N+](=O)[O-])nc1Oc1ccccc1C(=O)N1CCOCC1,-6,0,9,-4,-1,9,7,-19,12,-2,-1
COc1ccc(CCNC(=O)CS(=O)(=O)Cc2nc(-c3ccccc3Cl)oc2C)cc1OC,-13,1,10,-7,5,-9,8,7,8,nt,-4
COc1ccc(Oc2coc3c(CN(C)C)c(O)ccc3c2=O)cc1,-20,-2,3,9,-21,-3,-8,-12,-1,-2,-11
CCOC(=O)N1CCN(C(=O)c2c(-c3ccccc3)noc2C)CC1,-21,3,0,4,-9,-2,10,-10,8,12,-18
O=[N+]([O-])c1cc(-c2nc3nc4ccccc4nc3n2CCc2ccccc2)cc([N+](=O)[O-])c1,-10,-4,12,9,33,-8,8,8,4,-10,-7
Cc1c[n+](CC(=O)c2ccccc2)cs1,5,-2,-22,-9,-3,5,9,5,-4,12,-2
COCCNC(=O)C(=O)NNS(=O)(=O)c1ccc(Cl)cc1,-17,-14,-16,-4,6,7,9,-4,3,3,-4
COc1cccc(N/C(SCc2ccccc2C)=C(/C#N)C(=O)NCc2cccs2)c1,15,-5,-9,-5,2,4,-6,-15,9,-9,-2
CCC(=O)Nc1ccc(C(=O)NNC(=O)c2cc([N+](=O)[O-])cc([N+](=O)[O-])c2)cc1,16,-6,-14,-2,0,4,22,0,13,?,1
COc1ccc2cc(C#N)c(SCC(=O)N3CC(=O)Nc4ccccc43)nc2c1,nt,9,-15,5,-2,-4,-8,nt,6,8,-10
CC(C)(C)c1cc(CCC(=O)NCc2ccccn2)cc(C(C)(C)C)c1O,-1,-1,3,1,-9,-21,14,-6,-6,1,1
O=C(CC1CCCCC1)NCCS(=O)(=O)N1CCN(c2ccccc2)CC1,27,-5,-15,-5,-18,-6,1,26,5,-1,-2

# By substructure, the compounds so far with a tert-butyl group.
SMILES,NCOA2 inhibitor,TLR9-MyD88 inh,NCOA1 inh,EBV LMP1 NFkB,C8 TRAIL sens,TROY signal inh,NR5A2 inv ag,NR2F2 inh,NCOA3 inh,Vif imaging,NOD2 RIPK2 PPI
COc1ccc(CC(=O)N(C)Cc2ccc(C(C)(C)C)cc2)cc1S(=O)(=O)N1CCOCC1,21,0,-14,3,5,7,0,10,-4,-12,6
CC(C)(C)c1cc(CCC(=O)NCc2ccccn2)cc(C(C)(C)C)c1O,-1,-1,3,1,-9,-21,14,-6,-6,1,1

# The list goes on:
SMILES,NCOA2 inhibitor,TLR9-MyD88 inh,NCOA1 inh,EBV LMP1 NFkB,C8 TRAIL sens,TROY signal inh,NR5A2 inv ag,NR2F2 inh,NCOA3 inh,Vif imaging,NOD2 RIPK2 PPI
COc1ccc(CN(CC(=O)NCC2CCCO2)C(=O)CCC(=O)Nc2nccs2)cc1 (centres undefined),-26,-6,11,6,4,-6,-3,8,-16,-6,-5
CC1=CC(C)(C)N2C(=O)C3(N=C(N)NC(Nc4ccccc4)=N3)c3cc(C)cc1c32 (centres undefined),4,-1,-4,-8,-4,24,5,6,5,9,4
NS(=O)(=O)c1ccc(NC(=O)N2c3ccccc3Sc3ccccc32)cc1,1,-3,0,-2,nt,nt,-22,12,18,-2,-12
Cn1c(CSc2ncccn2)nnc1SCC(=O)N1CCCCCC1,-18,3,-4,3,-15,2,-2,0,12,-6,-2
CC(C)C(=O)N1CCN(c2ccc(NC(=O)c3cccs3)cc2)CC1,5,-3,-12,0,-6,-15,-4,2,-10,12,0
CC(=O)Nc1cc2c(cc1NC(=O)Cn1nnc(-c3ccc(C)o3)n1)OCCO2,-16,-5,-4,-3,-6,11,15,16,8,0,-8
CCOC(=O)CSc1nc2ccc(C)cc2cc1C#N,-67,-4,-81,-68,2,-29,-200,-46,-108,-13,2
COC(=O)[C@]1(Cc2ccccc2)N[C@H](c2ccc(-c3ccc(OC)cc3)cc2)[C@@H]2C(=O)N(C)C(=O)[C@@H]21,-4,0,2,-6,6,-3,15,-12,10,3,-8
O=C(NCCc1ccc(Cl)cc1)C1CCCO1 (centres undefined),-8,-4,6,-3,15,-24,5,0,-6,-1,-1

# Compound activity as filed in PubChem BioAssay.
